Screening data as filed in PubChem.
HTRA1 inhibitor = HTRA1 (human) protease inhibition. Q92743. recombinant HTRA1, FP-rhodamine activity-based probe, fluorescence polarization. inhibition, % at 5.96 µM. 340,000 compounds, 0.5% hits. AID 504803; in the data active = inhibition above about 36%;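 note: 0% = enzyme with DMSO and 100% = wells lacking enzyme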
Target sequence (Q92743 whole entry, looked up): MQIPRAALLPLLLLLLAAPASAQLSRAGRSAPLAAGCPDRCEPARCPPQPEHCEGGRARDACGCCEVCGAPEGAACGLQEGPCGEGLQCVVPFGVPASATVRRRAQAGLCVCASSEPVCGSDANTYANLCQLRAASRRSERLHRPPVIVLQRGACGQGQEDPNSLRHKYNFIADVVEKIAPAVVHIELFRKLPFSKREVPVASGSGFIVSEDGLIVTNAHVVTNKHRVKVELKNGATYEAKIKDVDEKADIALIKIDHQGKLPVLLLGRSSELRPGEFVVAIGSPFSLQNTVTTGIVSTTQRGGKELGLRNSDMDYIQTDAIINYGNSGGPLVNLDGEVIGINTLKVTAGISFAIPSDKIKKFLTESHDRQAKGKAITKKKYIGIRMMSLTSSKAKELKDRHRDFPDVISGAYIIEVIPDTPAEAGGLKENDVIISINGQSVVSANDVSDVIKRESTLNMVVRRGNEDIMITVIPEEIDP
SIAE primary = inhibitors of human sialic acid acetylesterase SIAE; Q9HAT2; SIAE FP-Rh probe binding, fluorescence polarization; inhibition, % at 9.66 µM; 370,000 compounds, 0.69% hits; AID 1053197;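 active = inhibition above a cutoff: mean of compounds within the control limits plus 3 SD of those, cut at about 17% in these data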;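 note: 0% = plate median of compound wells and 100% = probe without SIAE protein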
mABHD4 FP = inhibits mouse alpha/beta hydrolase domain 4 | Q8VD66 | purified mABHD4, FP-Rh probe fluorescence polarization | inhibition, % at 8.92 µM | 370,000 compounds, 0.54% hits;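 active = inhibition exceeding the mean over every tested compound plus 3 SD, cut at about 30% in these data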;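 note: 0% = plate median of compound wells and 100% = S159A mutant with DMSO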
Target sequence (Q8VD66 whole entry, looked up, the tested form may be a part): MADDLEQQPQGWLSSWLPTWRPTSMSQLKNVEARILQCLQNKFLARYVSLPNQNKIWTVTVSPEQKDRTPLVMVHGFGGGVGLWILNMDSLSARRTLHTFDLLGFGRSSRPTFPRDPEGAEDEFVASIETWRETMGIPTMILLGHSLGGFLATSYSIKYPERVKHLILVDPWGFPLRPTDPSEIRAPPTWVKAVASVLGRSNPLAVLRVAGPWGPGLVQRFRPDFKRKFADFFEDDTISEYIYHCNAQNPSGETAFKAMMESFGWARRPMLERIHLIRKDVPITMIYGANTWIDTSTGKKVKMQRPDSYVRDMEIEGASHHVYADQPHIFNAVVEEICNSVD
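Material: mouse ABHD4 enzyme, wild type; Benchmarks: S159A mutant high control, sample median low control; Buffer or medium: HEPES pH 7.0, NaCl, Pluronic buffer; Signal: fluorescence polarization; Read-out: percent inhibition of probe binding, normalized to plate controls; Timing: pre-incubation 45 min, probe exposure 60 min, at 25 °C; Dosing: 8.92 µM, single dose.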
UHRF1 MBD2 ctr = blocks human UHRF1 binding to methylated DNA; 370,000 compounds, 0.75% hits; Q96T88; UHRF1 binding to methylated oligo, TR-FRET; inhibition, % at 4.4 µM; AID 687016; in the data active = inhibition above about 21%;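 note: UHRF1 SRA domain binding a hemimethylated CpG hairpin DNA probe; 0% = median of test compound wells and 100% = reference inhibitor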
LEDGF integ inh = blocks HIV-1 LEDGF/p75-dependent DNA integration; TR-FRET IN-LEDGF/p75 DNA integration, Eu/Cy5; 370,000 compounds, 0.64% hits; inhibition, % at 3.7 µM;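 active = inhibition above the screen-wide mean plus 3 SD, cut at about 13% in these data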;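 note: signal is the Cy5 over europium emission ratio at 671 and 618 nm; 0% = plate median of compound wells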
TCR-CD3 inh = inhibitors of human TCR-CD3 interaction; inhibition, % at 9.4 µM; 360,000 compounds, 0.37% hits; AID 651800; TAMRA-labeled TCR probe fluorescence, biochemical; in the data active = inhibition above about 19%;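 note: recombinant mutant TCR 2C K166C tagged with TAMRA read by polarization; 0% = receptor in buffer alone and 100% = receptor with positive control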
TDP2 absorb = blocks human TDP2 phosphodiesterase activity; inhibition, % at 12.8 µM; AID 720702; 370,000 compounds, 0.34% hits; O95551; recombinant TDP2, T5PNP hydrolysis, p-nitrophenol absorbance 415 nm;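 active = inhibition above the mean of all tested compounds plus 3 SD, set per campaign, cut at about 25% in these data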;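 note: 0% = DMSO with enzyme and 100% = buffer with substrate but no TDP2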
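System – recombinant human TDP2 · Amount – 120 nM TDP2 per well · Buffer or medium – Mg2+-containing Tris-HCl buffer, pH 7.5 · Reagent – T5PNP substrate, 5 mM · Dosing – 12.8 µM single point, 1% DMSO · Incubation – 2 h at 37 °C · Measured by – epi absorbance · Read-out basis – percent inhibition · Benchmarks – high control without enzyme, low control DMSO plus TDP2 · Repeats – singlicate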
PG9 binder = binds the HIV-1 gp120 antibody PG9 | TR-FRET gp120-PG9 antibody binding | inhibition, % at 6.7 µM | 360,000 compounds, 0.43% hits | AID 624416; in the data active = inhibition above about 8.5%
PRMT1 FP inh = PRMT1 (human) inhibition, primary screen; 370,000 compounds, 1.3% hits; Q99873; recombinant PRMT1, activity-based probe fluorescence polarization; inhibition, % at 2.79 µM;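 active = inhibition above about 21% made by adding two undisclosed values, limit read from the data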
DDE Tn7 FP inh = DD(E)-Tn7 binding inhibition, primary FP screen; P02675; FP displacement of FITC-Tn7 peptide from fibrin DD(E); 0% = median of compound wells per plate; inhibition, % at 8.3 µM; 370,000 compounds, 0.13% hits; AID 720508;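 active = inhibition above the mean of compounds falling within the control limits plus 3 SD of them, cut at about 14% in these data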;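 note: 0% = plate median of compound wells and 100% = 10 µM Aha-Tn7 peptide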
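assay system = human clot-derived fibrin DD(E) complex | quantity = Fibrin-DD(E) at 2 µM final | timing = 10 min preincubation, 3 h with tracer, room temperature | signal = fluorescence polarization | measure = percent inhibition | benchmarks = high control wells with 10 µM unlabelled Aha-Tn7 peptide (full inhibition) | replicates = singlicate testing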
Active calls of the source: *; / = not tested or not shown.

cpd	canonical_smiles	HTRA1 inhibitor	SIAE primary	mABHD4 FP	UHRF1 MBD2 ctr	LEDGF integ inh
1	Cc1sc(Nc2ccc([N+](=O)[O-])cc2)nc1-c1c(C)n(C)n(-c2ccccc2)c1=O	-8	0	3	0	0
2	COc1ccccc1CNC1CCC12CCC(c1ccccc1)CC2 (configuration not stated)	/	0	6	0	-2
3	Cc1coc2cc3oc(=O)c4c(c3cc12)CCCC4	-8	-3	-4	1	0
4	CCOC(=O)C1=C(COC(=O)/C=C/c2ccc(O)c(OC)c2)NC(=O)NC1C (configuration not stated)	3	4	2	-2	1
5	COc1ccc(N(C)S(=O)(=O)c2ccc(Cl)c(C(=O)NNC(=O)c3ccccc3O)c2)cc1	42*	13	1	-3	-7
6	Cc1cc(C(C)(C)C)ccc1Oc1cccc2c1S(=O)(=O)N(C1CCCC1)CC(COCc1ccccc1)O2 (configuration not stated)	-14	-1	1	2	1
7	COc1ccc(N(CC(=O)Nc2cccc3ccccc23)S(C)(=O)=O)cc1	-1	-2	-4	-5	4
8	O=C(C[n+]1ccc2ccccc2c1)c1cccc2ccccc12	-10	3	4	-7	3
9	CCCc1cc(=O)n2[nH]c(C)cc2n1	1	3	-3	2	1
10	COc1ccccc1CNc1ncnc2c1nnn2Cc1ccccc1	-15	-1	-2	4	1

cpd	TCR-CD3 inh	TDP2 absorb	PG9 binder	PRMT1 FP inh	DDE Tn7 FP inh
1	1	6	-1.8	1	5
2	/	-4	/	2	5
3	-7	8	-1.2	1	4
4	-2	-8	-1.6	-6	-4
5	26*	5	0.7	-3	3
6	-4	-11	2.7	-4	-10
7	-1	5	0.2	-2	-3
8	11	1	-5.1	-3	1
9	-3	6	-2.1	-2	-7
10	-5	-5	-1.4	2	9

Continuation.
cpd	canonical_smiles	HTRA1 inhibitor	SIAE primary	mABHD4 FP	UHRF1 MBD2 ctr	LEDGF integ inh
11	O=C1Nc2c(c(=O)[nH]c(=O)n2-c2ccccc2)C1(Nc1ncccn1)C(F)(F)F (configuration not stated)	8	3	0	1	4
12	CCOC(=O)c1cnn(-c2nc(-c3ccc(F)cc3)cs2)c1C(F)(F)F	1	-10	3	-1	-1
13	O=c1c2c3c(sc2nc(NCCOCCO)n1Cc1ccco1)CCCCC3	4	14	-12	-2	-3
14	COCCNC(=O)c1cc2c(c(-c3cccc(-c4cc5ccccc5o4)c3)n1)[C@@H](CCO)N(S(=O)C(C)(C)C)C2 (some centres not stated)	/	-15	-1	1	-1
15	O=C(c1ccco1)N1CCN(Cc2nc3ccc([N+](=O)[O-])cc3c(=O)n2-c2ccccc2F)CC1	-5	1	8	-3	2
16	Cc1ccc(CNC(=O)C2CC(c3cc(C(F)(F)F)cc(C(F)(F)F)c3)=NO2)o1 (configuration not stated)	-2	-7	-5	0	2
17	CC(C)c1ccc(NC(=O)C(c2ccc3c(c2)OCO3)N2CCCCC2)cc1 (configuration not stated)	-27	-5	-17	4	-6
18	Cc1nc2c(cc1NC(=O)c1ccccc1)nc(C)n2Cc1ccccc1	3	-5	5	0	-6
19	Nc1ncc(S(=O)(=O)c2ccc(Cl)cc2)c(N)n1	2	0	-8	3	1
20	CN(C)c1ccc(C2/C(=C(/O)c3ccc(Br)cc3)C(=O)C(=O)N2C)cc1 (configuration not stated)	3	9	-4	-5	6

cpd	TCR-CD3 inh	TDP2 absorb	PG9 binder	PRMT1 FP inh	DDE Tn7 FP inh
11	6	8	-1.7	-2	4
12	4	-8	0.2	1	1
13	-1	6	-0.6	-1	2
14	4	-2	0.3	0	4
15	6	-3	-0.9	1	-8
16	0	-7	-1.7	5	-1
17	-8	-12	-1.2	7	3
18	-7	-12	0.4	-1	-7
19	-6	3	-1.9	3	0
20	1	3	-0.1	7	-2

(listing goes on)
cpd	canonical_smiles	HTRA1 inhibitor	SIAE primary	mABHD4 FP	UHRF1 MBD2 ctr	LEDGF integ inh
21	O=C(O)c1ccc(N/N=C/C(Br)=C/c2ccccc2)cc1	-8	0	0	3	-5
22	CCCn1c(=O)c(C(=O)NNC(=O)c2ccccc2Cl)c(O)c2ccccc21	10	1	-5	1	1
23	CCC(C)NC(=O)CSc1nc2cc3c(cc2c(=O)n1Cc1ccco1)OCO3 (configuration not stated)	-3	2	2	-1	2
24	CC(=O)c1ccc(Oc2ncnc(N)c2[N+](=O)[O-])cc1	6	0	-2	0	1
25	CC(=O)Nc1ccc(S(=O)(=O)N2CCCN(c3nc(C)cc(C)c3C#N)CC2)cc1	0	1	4	-1	-2
26	CCC(Sc1ncccc1C(=O)OC(C)C)C(=O)NCc1ccco1 (configuration not stated)	0	11	7	0	0
27	COc1ccc(NC(=O)CCNC(=O)c2ccco2)cc1S(=O)(=O)N(C)C	-11	-16	-13	-3	2
28	COCCNC(=O)C(c1ccccc1C)N(C(=O)Cn1nnc2ccccc21)c1cccnc1 (configuration not stated)	0	-6	-14	4	-2
29	O=C(Nc1cccc(Cl)c1)NC1CCN(C2CCCCC2)C1 (configuration not stated)	7	0	4	-3	0
30	Oc1ccc(-c2nnc(Nc3ccccc3)c3ccccc23)cc1	0	0	-10	-1	0

cpd	TCR-CD3 inh	TDP2 absorb	PG9 binder	PRMT1 FP inh	DDE Tn7 FP inh
21	5	-1	-1.5	7	2
22	4	-4	0.3	4	-3
23	8	12	-0.3	2	-3
24	0	-8	-0.9	2	-3
25	-2	10	-2.1	1	3
26	-1	-1	0.9	0	6
27	-2	-11	-3.4	1	0
28	2	-1	0.2	3	-1
29	5	-3	-1.6	-1	8
30	-2	12	0.4	-2	5

Single records (already shown):
CC(=O)c1ccc(Oc2ncnc(N)c2[N+](=O)[O-])cc1 as listed: HTRA1 inhibitor: 6; SIAE primary: 0; mABHD4 FP: -2; UHRF1 MBD2 ctr: 0; LEDGF integ inh: 1; TCR-CD3 inh: 0; TDP2 absorb: -8; PG9 binder: -0.9; PRMT1 FP inh: 2; DDE Tn7 FP inh: -3
O=C(O)c1ccc(N/N=C/C(Br)=C/c2ccccc2)cc1 as listed: HTRA1 inhibitor: -8; SIAE primary: 0; mABHD4 FP: 0; UHRF1 MBD2 ctr: 3; LEDGF integ inh: -5; TCR-CD3 inh: 5; TDP2 absorb: -1; PG9 binder: -1.5; PRMT1 FP inh: 7; DDE Tn7 FP inh: 2
Oc1ccc(-c2nnc(Nc3ccccc3)c3ccccc23)cc1 as listed: HTRA1 inhibitor: 0; SIAE primary: 0; mABHD4 FP: -10; UHRF1 MBD2 ctr: -1; LEDGF integ inh: 0; TCR-CD3 inh: -2; TDP2 absorb: 12; PG9 binder: 0.4; PRMT1 FP inh: -2; DDE Tn7 FP inh: 5

(listing goes on)
cpd	canonical_smiles	HTRA1 inhibitor	SIAE primary	mABHD4 FP	UHRF1 MBD2 ctr	LEDGF integ inh
31	CC(=O)Nc1ccc(S(=O)(=O)c2ccc(N)cc2)cc1	4	-4	1	-1	2
32	Cc1cccc2c1-c1sc(C(=O)NCCCN3CCCC(C)C3)cc1CO2 (configuration not stated)	-1	-13	0	0	1
33	CCOc1cc(C(=O)N/N=C/c2ccsc2)cc(OCC)c1OCC	-8	-2	-9	-4	-3
34	CC(C)=CCN1CCN(Cc2ccc(C)s2)CC1CCO (configuration not stated)	-6	3	7	1	-2
35	CCCCCCCC1CC(/C(C)=N/NC(N)=O)OC1=O (configuration not stated)	3	1	-4	-4	0
36	CCC1CCCCN1C(=O)CSc1nnc(-c2cccs2)o1 (configuration not stated)	2	-4	5	1	-1
37	CC1(C(=O)NS(=O)(=O)C2CC2)CCCN(C(=O)c2ccccc2)C1 (configuration not stated)	/	-1	1	1	0
38	CC(C)CCNC(=O)C(C)N(C(=O)Cn1nnc(-c2ccc(F)cc2)n1)C1CCCC1 (configuration not stated)	-6	-7	-4	-1	-2
39	COc1ccc(C(=O)NC(=S)Nc2ccc(Cc3ccncc3)cc2)cc1	-36	-19	-27	3	3
40	Cc1ccc(NC(=O)Cc2c(C(=O)O)n(C)c3ccccc23)cc1F	/	1	6	0	2

cpd	TCR-CD3 inh	TDP2 absorb	PG9 binder	PRMT1 FP inh	DDE Tn7 FP inh
31	-2	-4	0.8	1	-2
32	2	-9	-1.2	-2	-3
33	6	-10	-2.9	-3	-3
34	1	4	0.4	2	-1
35	3	2	-3.4	0	2
36	-3	5	-0.5	2	-6
37	1	7	-0.2	3	5
38	6	-2	-0.1	1	-2
39	0	-9	-3.3	-7	-5
40	-8	7	-0.9	-4	-4

2 entries drawn at random from the list so far, as already listed:
cpd	canonical_smiles	HTRA1 inhibitor	SIAE primary	mABHD4 FP	UHRF1 MBD2 ctr	LEDGF integ inh
33	CCOc1cc(C(=O)N/N=C/c2ccsc2)cc(OCC)c1OCC	-8	-2	-9	-4	-3
40	Cc1ccc(NC(=O)Cc2c(C(=O)O)n(C)c3ccccc23)cc1F	/	1	6	0	2

cpd	TCR-CD3 inh	TDP2 absorb	PG9 binder	PRMT1 FP inh	DDE Tn7 FP inh
33	6	-10	-2.9	-3	-3
40	-8	7	-0.9	-4	-4

Remaining list, next part:
cpd	canonical_smiles	HTRA1 inhibitor	SIAE primary	mABHD4 FP	UHRF1 MBD2 ctr	LEDGF integ inh
41	O=C(CN1CCC(n2nnc3cc(F)ccc32)CC1)NCCc1nc2ccccc2[nH]1	2	6	3	-2	2
42	COc1c(C)cc(S(=O)(=O)NCc2ccco2)c(C)c1C	-14	-4	1	2	0
43	Cc1cnc(NC2=NCCC2)s1	2	0	1	11	-3
44	O=[N+]([O-])c1c(NCc2ccccc2)cc(N2CCc3ccccc3C2)c2nonc12	-4	-4	1	-5	-1
45	O=C(Nc1ccccc1C(=O)O)/C(=C/c1ccc(Cl)cc1Cl)NC(=O)c1ccco1	-11	8	-5	1	1
46	O=C(CN1C(=O)c2ccccc2C1=O)Oc1ccc(Cl)cc1	-1	1	-4	-2	-3
47	CC(C(=O)N1CCCC1)N1CCN(S(=O)(=O)c2ccc(OC(F)(F)F)cc2)CC1 (configuration not stated)	2	11	2	0	6
48	CCOc1ccccc1C(=O)Nc1cc(=O)n(C)c(=O)n1C	3	-5	4	2	0
49	O=C(NC1CCCC1)C1C(c2ccc(C(F)(F)F)cc2)=Nc2ccccc2N1C(=O)c1ccccc1 (configuration not stated)	/	-2	9	18	4
50	CCN(CC)C(=O)c1ccc(N)cc1	-1	-2	4	2	-1
51	O=C(CCl)N(C1CCCC1)C1CCS(=O)(=O)C1 (configuration not stated)	8	0	3	0	-3

cpd	TCR-CD3 inh	TDP2 absorb	PG9 binder	PRMT1 FP inh	DDE Tn7 FP inh
41	-1	5	-0.6	1	-4
42	-3	2	-1.6	0	0
43	-1	14	-1.8	-1	-7
44	4	3	-1.9	0	-3
45	11	3	0.3	3	8
46	-1	-7	-1.8	0	-1
47	3	1	-0.6	-1	-4
48	2	3	2.8	-1	7
49	3	5	1.2	-7	-2
50	-4	6	1.2	1	-5
51	-5	0	-2.2	1	-1
